Bioassay records: PubChem BioAssay, Broad Institute
E-selectin induc: E-selectin induction in HUVECs, primary screen, imaging, HUVEC, immunofluorescence imaging, single point. P16581. normalized: neutral wells 0, TNF-alpha wells 100. activation, % at 7.58 µM. 0.37% of 260,000 active;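 active = mean E-selectin-positive cell signal at least 10% of the positive control, reached in at least 60% of replicates, without over 20% cell loss; inconclusive = no rule given, readout overlaps actives, possibly toxicity-flagged; inactive = the rest, including those meeting only one limit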;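 also: in these data hits start at about 27%; measured in HUVEC primary endothelial cells; signal is the percent of cells scored E-selectin positive by PE staining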
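Test system: HUVEC | Signal: Immunofluorescence imaging | Read-out: Percent E-selectin-positive cells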
RAD52 inh: RAD52 DNA annealing inhibitors, primary screen, biochemical, FRET, single point, set 2; DNA repair protein RAD52 homolog (Homo sapiens), P43351; recombinant RAD52 DNA annealing, FRET fluorescence; inhibition, % at 18.7 µM; 0.46% of 360,000 active; AID 651710, 2012;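 active = every replicate showing at least 50% inhibition; inconclusive = mean inhibition at least 50% but not in every replicate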
Target sequence (P43351 whole entry, looked up): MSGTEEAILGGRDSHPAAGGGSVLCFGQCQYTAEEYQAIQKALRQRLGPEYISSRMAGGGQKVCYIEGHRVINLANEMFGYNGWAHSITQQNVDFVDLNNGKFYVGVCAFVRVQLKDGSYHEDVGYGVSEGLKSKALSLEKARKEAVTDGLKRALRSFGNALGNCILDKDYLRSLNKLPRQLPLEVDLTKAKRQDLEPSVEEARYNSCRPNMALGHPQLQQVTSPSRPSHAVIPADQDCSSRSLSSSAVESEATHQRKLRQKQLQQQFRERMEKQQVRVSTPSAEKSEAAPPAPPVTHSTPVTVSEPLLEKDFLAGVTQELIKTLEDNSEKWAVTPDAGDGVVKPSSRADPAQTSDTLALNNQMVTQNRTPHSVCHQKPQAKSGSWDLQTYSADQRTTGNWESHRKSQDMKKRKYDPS
ERp5 inh: inhibitors of ERp5-driven insulin aggregation, primary screen, biochemical, turbidity, absorbance 650 nm, single point. AID 651711, 2012. inhibition, % at 9.99 µM. 0.05% of 350,000 active. 90 min. Protein disulfide-isomerase A6 (Homo sapiens), Q15084;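 active = mean replicate inhibition above about 25%, with every replicate also reaching it, limit read from the data, passing the limit was not always enough; inconclusive = only one of those two criteria met; inactive = neither criterion met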
Target sequence (Q15084 whole entry, looked up): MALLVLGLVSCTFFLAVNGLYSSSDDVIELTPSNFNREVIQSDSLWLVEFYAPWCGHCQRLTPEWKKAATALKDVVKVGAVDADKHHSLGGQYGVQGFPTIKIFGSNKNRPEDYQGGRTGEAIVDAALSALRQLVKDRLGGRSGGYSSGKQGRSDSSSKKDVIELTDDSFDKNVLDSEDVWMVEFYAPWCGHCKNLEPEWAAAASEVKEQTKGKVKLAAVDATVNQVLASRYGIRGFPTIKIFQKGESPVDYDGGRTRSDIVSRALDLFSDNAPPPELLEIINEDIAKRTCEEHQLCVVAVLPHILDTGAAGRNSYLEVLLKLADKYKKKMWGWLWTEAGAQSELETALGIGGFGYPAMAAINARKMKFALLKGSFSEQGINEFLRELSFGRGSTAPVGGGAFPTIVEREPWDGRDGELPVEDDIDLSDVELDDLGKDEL
S100A4 MyoIIA: inhibitors of S100A4-myosin IIA peptide binding, primary screen, biochemical, fluorescence polarization, TAMRA-MyoIIA peptide; inhibition, % at 10.7 µM; 0.14% of 360,000 active; AID 652163, 2013;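 active = mean inhibition of at least 70% across replicates, with every replicate also reaching that level; inconclusive = mean inhibition reaches 70% but some replicates fall short; inactive = mean inhibition below 70%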
Target sequence (P26447 whole entry, looked up): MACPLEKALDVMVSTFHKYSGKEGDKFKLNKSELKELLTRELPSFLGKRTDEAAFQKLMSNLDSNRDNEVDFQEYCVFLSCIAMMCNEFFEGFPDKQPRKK
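Material: S100A4 monomer protein | Medium: HEPES pH 7.2 with CaCl2, KCl, NaCl, DTT, Triton | Reagent: Labelled myosin peptide probe, 5 nM | Doses: One dose per compound | Times: 5 min incubation before reading | Benchmarks: Neutral control DMSO, positive control TFP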
RAD54 branch: inhibitors of human RAD54 branch migration, primary screen, biochemical, fluorescence, single point | DNA repair and recombination protein RAD54-like (Homo sapiens), Q92698 | AID 602329, 2012 | RAD54 Holliday junction branch migration, FAM/BHQ fluorescence | inhibition, % at 10.4 µM | 0.14% of 360,000 active;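 active = mean normalized replicate activity at least 40 and at least half of replicates scoring 40 or more; inconclusive = only one of the two criteria met; inactive = mean below 40 and under half of replicates reaching 40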;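 also: 0% = median of neutral control wells and 100% = median of positive control wells; inhibitors cause a drop in the FAM fluorescence signal; in these data hits start at about 50%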
esBAF inh: Bmi1 luciferase reporter increase in mESCs, primary screen, esBAF inhibitor project, mouse ES cells, Bmi1 luciferase knock-in, single point. 24 h; 100% = twice the neutral-well signal. reporter increase, % at 12.5 µM. 2% of 350,000 active; in the data active = activation above about 40%; inconclusive = no clear call, values can overlap the other calls;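 also: 0% = median of the plate's neutral control wells and 100% = double that signal; a rise in the Bmi1 reporter signal indicates esBAF inhibition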
XiGFP reactiv: activators of inactive X chromosome reactivation, primary screen, imaging, XiGFP fibroblasts, GFP high-content imaging, set 2; XiGFP mouse fibroblasts, % GFP-positive cells imaging, 3 d; cells co-treated with 5-aza-dC sensitizer; scaled so ellipticine positive control = 100%; activation, % at 7.58 µM; 0.055% of 360,000 active;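 active = mean normalized replicate activation at least 10% and every replicate at or above 10%; inconclusive = only one of the two criteria met; inactive = mean below 10% and not all replicates reach 10%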;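 also: 0% = median of on-plate neutral control wells and 100% = ellipticine 6 µM median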
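Assay system – SV40-immortalized XiGFP fibroblast cells, line 68-5-11 · Buffer or medium – DMEM supplemented with 5-aza-dC as sensitizing agent · Dosing – one concentration, pinned · Benchmarks – positive control ellipticine, 6 µM final · Times – 3 days compound exposure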
ERAP1 inh: human ERAP1 aminopeptidase inhibitors, primary screen, biochemical, single point, plate reader; Endoplasmic reticulum aminopeptidase 1 (Homo sapiens), Q9NZ08; recombinant ERAP1, Leu-AMC fluorescence, 60 min; inhibition, % at 10.7 µM; 0.15% of 340,000 active; AID 652197, 2013;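 active = mean replicate inhibition of at least 30%, or all replicates individually reaching that 30% level; inactive = mean below 30% and not every replicate reaching it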;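 also: 0% = neutral control wells and 100% = L-leucinethiol positive control wells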
* = called active by the depositor; ? = inconclusive; . = not tested or not shown; & = joins results of further samples.

No.	SMILES	E-selectin induc	RAD52 inh	ERp5 inh	S100A4 MyoIIA	RAD54 branch	esBAF inh	XiGFP reactiv	ERAP1 inh
1	CC(C)(C)C1CCC(C(=O)Nc2nccs2)CC1 (stereo unspecified)	0.1	-13	3	8	0	53*	0.1	.
2	COc1ccc2c3c([nH]c2c1)[C@H](CO)N(C(=O)Nc1ccc(F)cc1)CC31CN(S(=O)(=O)c2cccc(F)c2)C1	0.8	5	-1	1	.	.	0.2	4
3	CN(CC(=O)Nc1ccc(Cl)c(C(F)(F)F)c1)C(=O)C1CC(=O)N(Cc2ccco2)C1 (stereo unspecified)	.	-15	-2	-7	-1	6	-0.1	0
4	Cc1cc(C(=O)Nc2ccc3c(c2)C(=O)N(C)[C@@H]2CC[C@H](CC(=O)N[C@@H](C)c4ccccc4)O[C@H]2CO3)no1	0.0	-1	4	7	3	-2	0.1	-3
5	COCC(=O)N1[C@H](CO)[C@@H](c2ccc(C#Cc3ccccc3F)cc2)[C@@H]1C#N	-0.3	-123	-2	7	-3	-14	0.0	-1
6	CC1(/[N+]([O-])=C/c2cccc(Cl)c2)CCCCC1=O (stereo unspecified)	.	-12	.	16	.	.	0.1	3
7	N/C(=N\OC(=O)Nc1ccccc1)c1ccno1	0.0	-3	0	5	4	.	0.1	-1
8	COc1ccc(OCC(=O)C2CC2)c(C#N)c1	5.6	3	2	-1	.	.	0.5	0
9	CCOC(=O)/C(C#N)=C\C1=C(N2CCOCC2)CC(C)(C)OC1	2.6	-7	-2	2	.	.	0.2	7
10	O=C(C1CCCN(Cc2ccccc2[N+](=O)[O-])C1)N1CCCC1 (stereo unspecified)	0.1	-1	-1	-5	4	-3	0.0	-1
11	Cc1c(C(=O)N2CCCC2)c(S(=O)(=O)Nc2ccccc2Cl)c(C)n1C	.	-12	0	-5	0	-1	0.0	-6
12	O=C(C[C@@H]1CC[C@H]2[C@@H](COC[C@@H](O)CN2C(=O)c2ccncc2)O1)NCc1cc(F)cc(F)c1	-0.1	20	1	3	-9	-2	0.3	-4
13	Cc1ccc(S(=O)(=O)N(C)C[C@@H]2Oc3ccc(NC(=O)c4ccncc4)cc3C(=O)N([C@H](C)CO)C[C@H]2C)cc1	2.2	4	-1	5	-8	2	-0.9	-15
14	Cc1ccc(C(=O)NC2CC(C)(C)NC(C)(C)C2)cc1Cl	.	-9	0	1	10	-6	-0.2	0
15	COc1ccccc1C#Cc1cnc2c(c1)C(=O)N([C@H](C)CO)C[C@@H](C)[C@H](CN(C)C(=O)c1ccc3c(c1)OCO3)O2	0.9	11	-3	-4	0	-1	-0.3	3
16	Cc1cc(C)c(/C([O-])=C(/C(=S)Nc2ccc(SC(F)F)cc2)[n+]2ccccc2)cc1C	.	-24	0	-5	-20	3	0.1	-1
17	C[C@H](CO)N1C[C@H](C)[C@@H](CN(C)Cc2ccncc2)Oc2c(NC(=O)C3CC3)cccc2C1=O	-0.2&0.0	4&-15	-9&2	-9&-5	1&-11	4&-8	0.2&0.0	-2&2
18	O=C(COc1ccc2c(-c3ccccc3)cc(=O)oc2c1)NCc1cccs1	.	.	.	21	8	7	0.1	.
19	CN(C)CCCN(C(=O)c1ccco1)c1nc2ccc(F)cc2s1	.	5	2	-5	.	.	-0.1	15
20	C[C@@H]1CN([C@H](C)CO)C(=O)c2cc(NC(=O)Cc3ccccc3)ccc2O[C@@H](C)CCCCO[C@H]1CN(C)Cc1ccc2c(c1)OCO2	0.0	.	.	.	-3	-3	-0.1	.
21	CCN1Cc2c(/C=C/c3ccccc3)nc3ccc(OC)cc3c2N(c2cccc(Cl)c2)C1	-0.1	-92	3	-6	.	.	6.2	-1
22	OCCN1c2ccccc2CCc2ccccc21	3.7	-9	1	10	2	-3	0.0	.
23	COc1cccc(S(=O)(=O)N[C@H]2CC[C@@H](CC(=O)NC3CCC3)O[C@@H]2CO)c1	0.0	16	-2	16	-3	1	0.0	1
24	COc1ccc(NC(=O)CSCC(=O)Nc2nnc(C)s2)cc1	0.1	-3	-9	2	.	.	0.1	-1
25	C[C@H]1CN([C@@H](C)CO)C(=O)c2cccc(NC(=O)C3CCCCC3)c2O[C@@H]1CN(C)Cc1ccc(Oc2ccccc2)cc1	2.0	-10	2	-3	9	-8	0.1	-2
26	O=[N+]([O-])c1ccc(N2CCN(S(=O)(=O)c3ccccc3)CC2)c2cccnc12	.	-8	-3	4	.	.	0.0	0
27	CCOc1ccc(CCNC(=O)COC(=O)Cn2cnc3ccccc3c2=O)cc1OCC	.	9	3	1	-1	-5	0.0	3
28	COc1cccc(N2CCN(S(=O)(=O)c3ccc4c(c3)N(C(C)=O)CCO4)CC2)c1	.	-10	-1	1	2	-4	0.0	3
29	COc1ccc(C)cc1S(=O)(=O)N1CCCC(C(=O)N2CCN(c3ccccc3F)CC2)C1 (stereo unspecified)	.	-2	-4	7	-10	3	0.0	4
30	CN(C)CC(=O)N1CC[C@@H]2[C@@H](CO)N(C)c3ccc(Br)cc3[C@@H]21	?	.	.	.	-1	-3	0.1	.
31	Cc1cc(OCC(=O)OCC(=O)NC2CCS(=O)(=O)C2)ccc1Cl (stereo unspecified)	2.9	-8	-3	-7	-1	-3	0.2	-1
32	CCCNC(=O)N1[C@H](CO)[C@H](c2ccccc2)[C@H]1CNC(=O)c1ccccc1	-0.6	-15	3	-2	0	-2	0.0	0
33	C[C@@H]1CN([C@H](C)CO)C(=O)c2cccc(NC(=O)C3CC3)c2O[C@@H]1CN(C)C(=O)Nc1ccc(C(F)(F)F)cc1	-0.2	2	5	2	-6	6	0.1	2
34	CN1CCN(C(=O)C2Cc3c(-c4ccc5c(c4)OCO5)ccnc3O2)CC1 (stereo unspecified)	0.2	-7	-7	-1	6	-3	0.0	1
35	C/C(CC(=O)Nc1cc(C)ccn1)=N\NC(=O)c1ccc(C)cc1	.	-20	3	15	.	.	0.0	-3
36	O=C(NCc1ccccc1)[C@@]1(CCS(=O)(=O)c2ccccc2)N=C(c2ccc(OCCCO)cc2)O[C@H]1c1ccccc1	.	-49	2	-2	-2	.	.	0
37	CN(CC(=O)Nc1ccccc1C(F)(F)F)C(=O)CSCc1ccccc1	-0.2	-10	0	0	-3	-4	0.0	4
38	CC(=O)O[C@]1(C(C)=O)CC[C@H]2[C@@H]3C[C@H](C)C4=CC(=O)CC[C@]4(C)[C@H]3CC[C@@]21C	0.2&-1.6	17&-5	-2&1	-1&-15	0&-7	1&-4	-0.3&0.1	-2&-2
39	CCOc1ccccc1/C=N/Nc1ccc(Cl)nn1	0.5	-13	1	0	5	1	0.0	-2
40	COc1ccc(NS(=O)(=O)c2ccc3c(c2)CCO3)cc1	-3.3	-5	0	0	-10	.	0.0	4
41	COc1ccccc1CN(C)C(=O)CN1CCN(CC(=O)Nc2ccccc2Cl)CC1	.	-16	-1	-3	-1	7	-0.1	0
42	CCNc1ccc(C(=O)Nc2ccc3nc(C)sc3c2)cc1[N+](=O)[O-]	.	-19	2	-2	-4	.	0.0	1
43	COc1ccc(-c2c(C)c3ccc(O)cc3oc2=O)cc1OC	.	-4	-7	-3	-3	9	0.1	-141
44	O=C(NC1CCCN(Cc2ccc(Cl)cc2)C1)c1ccoc1 (stereo unspecified)	-0.7	-9	3	4	3	-6	0.2	-2
45	O=C(C[C@H]1CC[C@H]2[C@@H](COC[C@H](O)CN2C(=O)c2ccccn2)O1)N1CCN(c2ccccc2)CC1	0.0&0.1	-23&-20	-1&0	-6&-1	-3	2	-0.1&0.2	-3&-2
46	COc1ccc(NC(=O)N(C)C[C@@H]2OCc3ccccc3-c3c(n(C)c4ccccc34)C(=O)N([C@@H](C)CO)C[C@H]2C)c(OC)c1	-0.2	8	0	-5	8	2	0.5	2
47	Nc1nc(SCC(=O)N2CCc3ccccc32)[nH]c(=O)c1-c1ccccc1	.	-8	2	-4	2	0	.	2
48	CC(=O)Nc1ccc(-c2csc(Nc3ccccn3)n2)cc1	.	7	4	-1	.	33	0.0	0
49	O=C(COC(=O)Cc1ccc(F)cc1)Nc1ccc2[nH]c(=O)[nH]c2c1	.	-7	3	0	.	.	-0.1	2
50	CCOc1cccc(-c2cnc3cccnn23)c1	0.3	-14	1	-3	6	61*	0.0	2
51	C[C@@H]1CN([C@@H](C)CO)C(=O)c2cc(-c3cccc(F)c3)cnc2O[C@H]1CN(C)S(C)(=O)=O	-0.2	10	-3	3	5	5	-1.0	-5
52	Cc1ccc(C(=O)N2CCN(c3ccccn3)CC2)cc1C	.	-2	1	1	4	3	0.0	-1
53	CC(C)NC(=O)N(C)C[C@@H]1Oc2cc(-c3cncnc3)ccc2S(=O)(=O)N([C@@H](C)CO)C[C@H]1C	0.0	-6	-4	15	1	-2	-0.9	-1
54	O=C(CCNC(=O)c1ccc(Cl)cc1)NC1CCCc2ccccc21 (stereo unspecified)	.	5	-7	-1	-3	12	-0.2	2
55	COc1cccc(NC(=O)CSc2cccc[n+]2[O-])c1	-0.3	-2	5	-14	-2	9	0.1	1
56	C[C@@H]1CCCCO[C@@H](CN(C)C(=O)c2ccccc2)[C@H](C)CN([C@H](C)CO)C(=O)c2cc(NC(=O)Nc3ccc(F)cc3)ccc2O1	0.0	16	0	-5	2	16	-1.0	-1

(next part)
No.	SMILES	E-selectin induc	RAD52 inh	ERp5 inh	S100A4 MyoIIA	RAD54 branch	esBAF inh	XiGFP reactiv	ERAP1 inh
57	CCCNC(=O)N1CC2(C1)[C@H](c1ccccc1)[C@H](CO)N2Cc1ccccn1	0.1	-3	-1	-9	.	.	-0.1	-2
58	O=C(COc1ccc(Cl)c2cccnc12)N1CCOCC1	-1.7	-3	4	-16	-5	28	0.0	-1
59	O=C(C[C@H]1CC[C@@H]2[C@H](COC[C@@H](O)CN2Cc2ccc(F)cc2)O1)NCc1ccncn1	0.2	-8	-7	8	0	-2	0.2	2
60	Cc1nnc2ccc(-c3ccc(NS(C)(=O)=O)cc3)nn12	-8.9	0	2	0	-2	-5	0.4	1
61	Cc1ccc(S(=O)(=O)N2CCOCC2)cc1C(=O)Nc1ccc(C(N)=O)cc1	-0.3	-8	-2	8	.	.	-0.1	8
62	CCCCn1nnnc1NCc1cccc(OC)c1OC	.	0	-4	16	5	10	.	-1
63	COC(=O)C1(C)NC(c2ccc(C)cc2)C2C(=O)N(c3ccc(F)cc3)C(=O)C21 (stereo unspecified)	-0.2	-9	3	4	3	3	0.2	-2
64	O=C(c1cc(COc2ccc(F)cc2Cl)on1)N(Cc1ccncc1)CC1CCCO1 (stereo unspecified)	25	-27	1	-8	.	.	0.1	1
65	CCCCN(CC)S(=O)(=O)c1c(C)[nH]c(=O)[nH]c1=O	.	-19	-1	7	-6	-3	0.2	1

Random draw from the library (roughly 2.5% active in at least one column).
